Assay outcomes: PubChem, Sanford-Burnham Center for Chemical Genomics
Artemis inh: Artemis endonuclease inhibitors, primary screen, biochemical, fluorescence intensity, FAM/BHQ-1 hairpin substrate | Protein artemis (Homo sapiens), Q96SD1 | recombinant Artemis, quenched FAM hairpin cleavage fluorescence | inhibition, % at 10 µM | 0.78% of 30,000 active | AID 686954, 2013;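 active means at 10 µM dose, at least 30% inhibition, measured as corrected fluorescence normalized to stimulator and neutral control wells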
Target sequence (Q96SD1 whole entry, looked up): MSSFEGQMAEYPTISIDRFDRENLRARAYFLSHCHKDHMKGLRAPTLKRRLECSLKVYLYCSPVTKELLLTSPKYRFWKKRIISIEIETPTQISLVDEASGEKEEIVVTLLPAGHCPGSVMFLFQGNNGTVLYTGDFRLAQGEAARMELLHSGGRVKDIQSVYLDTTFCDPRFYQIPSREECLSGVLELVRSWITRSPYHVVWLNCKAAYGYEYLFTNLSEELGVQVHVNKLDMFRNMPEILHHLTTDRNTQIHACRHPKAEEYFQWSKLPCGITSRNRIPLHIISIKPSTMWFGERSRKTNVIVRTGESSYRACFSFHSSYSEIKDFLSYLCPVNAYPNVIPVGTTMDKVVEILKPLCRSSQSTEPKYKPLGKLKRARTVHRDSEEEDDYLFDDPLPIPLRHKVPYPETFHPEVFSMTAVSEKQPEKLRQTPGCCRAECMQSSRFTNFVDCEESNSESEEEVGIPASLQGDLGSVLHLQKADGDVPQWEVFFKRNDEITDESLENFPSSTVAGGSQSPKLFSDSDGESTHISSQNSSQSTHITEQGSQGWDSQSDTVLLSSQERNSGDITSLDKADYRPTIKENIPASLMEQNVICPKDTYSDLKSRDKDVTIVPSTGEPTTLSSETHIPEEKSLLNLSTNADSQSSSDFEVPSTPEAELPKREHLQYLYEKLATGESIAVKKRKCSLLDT
Active calls of the source: *.

SMILES	Artemis inh
O=C(NC1CCC(C(=O)O)CC1)OCc1ccccc1 (stereo unspecified)	-9.1
CC1(C)Cc2c(sc3c2c(=N)n(Cc2ccco2)c(=O)n3CC(=O)Nc2cccc(Cl)c2)CO1	17.0
C=CCn1c(SCC(=O)Nc2ccccc2)nnc1-c1cccc(S(=O)(=O)N2CCOCC2)c1	-9.5
COc1ccc(Br)cc1S(=O)(=O)n1ccnc1C	1.3
Cc1cc(C)nc(NS(=O)(=O)c2ccc(NC(=O)c3cccs3)cc2)n1	-4.9
CCCOc1ccc(N2C(=O)CC(NCCCN3CCC(C(N)=O)CC3)C2=O)cc1 (stereo unspecified)	-3.1
COc1cccc(NC(=O)C(NCC(C)(C)CN(C)C)c2ccccc2)c1 (stereo unspecified)	5.0
CCN1C(=O)N(CC)C2NC(=S)NC21 (stereo unspecified)	0.5
CC(C)OC(=O)CCCN1C(=O)c2ccc(N)cc2C1=O	-10.7
CC(=O)N1CCc2cc(S(=O)(=O)NC(CC(C)C)C(=O)Nc3cc(C(=O)O)ccc3C)ccc21 (stereo unspecified)	-1.6
CCCCn1c(NC(C)CC)nc2c1c(=O)[nH]c(=O)n2C (stereo unspecified)	0.9
Cc1cc(C)cc(NC(=O)N2CCCC2C(=O)Nc2ccc(-n3cnnn3)cc2)c1 (stereo unspecified)	-1.7
CCOC(=O)N1CCN(C(=O)c2cnc3n(c2=O)CCS3)CC1	-1.1
Nc1nc(N2CCOCC2)nc2ccccc12	0.7
CCNC(=O)c1ccc(C2SCC(=O)N2Cc2ccco2)cc1 (stereo unspecified)	3.2
COc1ccc(NC(=O)CCC2CCCC2)cc1OC	-1.4
O=C(Nc1cccc2nsnc12)c1ccc(-c2cccc(Cl)c2)o1	46.1*
COC(=O)c1ccc(NC(=O)C2C3CCC(C3)C2C(=O)O)cc1 (stereo unspecified)	2.1
O=C(NCc1ccco1)c1ccccc1NS(=O)(=O)c1ccc2c(c1)OCCO2	1.4
COc1ccc(F)cc1CN1CCN(C(=O)CCC(=O)Nc2nnc(C(C)C)s2)CC1	6.3
O=C(c1cc(F)c(F)cc1Cl)N1CCCCC1	-0.5
Cc1occc1C(=O)NCCCc1ccccc1	-11.1
CCOC(=O)c1csc(NC(=O)CSc2nnnn2-c2ccc3c(c2)OCCO3)n1	4.6
CC(=O)c1cccc(-n2nnnc2SCC(=O)N2CCCC2)c1	1.1
CCN(CC)S(=O)(=O)c1ccc(NC(=O)CC(NC(C)=O)c2ccccc2)cc1 (stereo unspecified)	-0.7
CCCC(C)C(=O)Nc1ccc2c(c1)OCCO2 (stereo unspecified)	-8.0
Cc1ccc(-n2ncc3c(=O)n(CC(=O)N4CCN(c5ccccc5F)CC4)cnc32)cc1C	8.3
CC1(C)CC(CC(=O)O)(c2ccc(Cl)cc2)CCO1 (stereo unspecified)	-9.8
COc1ccc2c(c1)C(C)CC(C)(C)N2C(=O)CSc1ncn[nH]1 (stereo unspecified)	6.6
CCOC(=O)C1=C(CSc2nc3c(cc2C#N)CN(C)CC3)OC(N)=C(C#N)C1c1ccc(F)cc1 (stereo unspecified)	14.2
CCC(=O)Nc1nc(C)c(Oc2ccccc2)c(=O)[nH]1	-8.0
Cc1nn(-c2ccccc2)c(=S)n1-c1ccccc1	0.8
Cc1cc(NCc2ccccc2)nc(N2CCOCC2)n1	-2.5
COc1cccc(CNc2cc(CSc3ccc(Cl)cc3)nc(C)n2)c1	-4.3
O=C(C1CC1)N(CCN(Cc1ccccc1)C(=O)C1CC1)Cc1ccccc1	3.0
Cc1ccccc1Nc1nc(CSc2nnnn2-c2ccccc2)cs1	4.8
N#Cc1nc(N2CCOCC2)nc(N2CCOCC2)n1	-1.5
COc1ccc2oc(=O)cc(C)c2c1	-4.2
CC(C)NC(=O)c1ccc(OC2CSC2)cc1	1.5
CCc1nnc(NC(=O)c2cccc(S(=O)(=O)N3CCc4ccccc43)c2)s1	-5.2
CCOC(=O)c1n[nH]c2ccccc12	-4.0
CCOC(=O)c1cnc(SC)nc1Sc1cc(Cl)ccc1Cl	2.1
O=C(Nc1ccn(Cc2ccc(F)cc2)n1)c1ccncc1	1.3
COc1cccc(Nc2c(F)c(F)c(F)c(F)c2C(=O)O)c1	-7.8
Cn1c(SCc2ccccc2)nnc1C1CCCNC1 (stereo unspecified)	1.7

The last 3 entries of the section before are carried over, then new ones follow:
SMILES	Artemis inh
O=C(Nc1ccn(Cc2ccc(F)cc2)n1)c1ccncc1	1.3
COc1cccc(Nc2c(F)c(F)c(F)c(F)c2C(=O)O)c1	-7.8
Cn1c(SCc2ccccc2)nnc1C1CCCNC1 (stereo unspecified)	1.7
CC(C)COC(=O)Nc1ccccc1C(=O)N1CCOCC1	2.5
CCCCn1nnc(NC(=O)COc2cc(C)ccc2C(C)C)n1	5.5
CCOC(=O)C1CCN(C(=O)CN(Cc2ccc(Cl)cc2)S(C)(=O)=O)CC1	-5.1
O=C1c2cccc3c(O)ccc(c23)C(=O)N1Cc1ccccc1	-46.6
CCOC(=O)N1CCC(NC(=O)Cc2cn(C)c3ccccc23)CC1	-1.1
CCOc1cc(S(=O)(=O)Nc2ccccn2)ccc1F	-10.3
O=C(c1ccc(Cl)c(Cl)c1)N1CCCC1	9.0
CN1CCN(c2ncccc2S(=O)(=O)N2CCCCC2)CC1	-4.8
Cc1ccc(-c2nnn(CC(=O)NCCC3=CCCCC3)n2)cc1	0.7
CCN(CCCNC(=O)CCNC(=O)Cn1ccc2ccccc2c1=O)c1ccccc1	-5.2
CCCn1c2c(c(O)c(C(=O)Nc3ccc(OC)cc3)c1=O)CCCC2	6.3
COc1ccc(C2CC2/C(C)=N/OC(=O)c2cccs2)cc1 (stereo unspecified)	-5.0
COC(=O)c1cc(CSc2nc3ccccc3[nH]2)oc1C	-2.1
Cn1c(-n2c(CCCN3C(=O)c4ccccc4C3=O)nc3ccccc3c2=O)nc2ccccc21	13.0
COCCCNC(=O)CCCn1c(=O)c2ccccc2n(CC(=O)Nc2c(C)cccc2C)c1=O	-1.1

A few values from the list.
`O=C(Nc1ccn(Cc2ccc(F)cc2)n1)c1ccncc1` – Artemis inh = 1.3
`O=C(C1CC1)N(CCN(Cc1ccccc1)C(=O)C1CC1)Cc1ccccc1` – Artemis inh = 3.0

(continued)
SMILES	Artemis inh
CCOC(=O)C1=C(C)N(Cc2ccccc2)C(=O)NC1c1ccc(OC)cc1 (stereo unspecified)	6.5
O=C(CCS(=O)(=O)c1ccc(Br)cc1)N1CCN(c2ccccc2F)CC1	4.1
OCCOCCNc1ncnc2c1cnn2-c1ccc(Cl)cc1	4.3
CC12CCC(C(=O)NCc3ccc4c(c3)OCO4)(CC1=O)C2(C)C (stereo unspecified)	-9.7
CCOc1ccccc1NC(=O)C1CCCN1C(=O)OCc1ccccc1 (stereo unspecified)	-12.4
COc1ccc(-c2nc(C)sc2CC(=O)O)cc1	-4.3
CCOn1c(=O)c(-c2cc3ccccc3o2)[n+]([O-])c2ccccc21	-5.6
COc1ccc(Br)cc1C1SCCN1S(C)(=O)=O (stereo unspecified)	12.3
O=C(/C=C/Nc1ccccc1OC(F)(F)F)C(F)(F)F	-11.1
OCCN1CCN(C2Cc3cc(Cl)ccc3Sc3ccc(Cl)cc32)CC1 (stereo unspecified) (tested in a mixture with another compound)	15.9
COc1cc(NS(=O)(=O)c2ccc(NC(=O)C34CC5CC(CC(C5)C3)C4)cc2)ncn1	5.5
Oc1c(Cl)cc(Cl)cc1CNc1ccc(Br)cn1	0.7
CC(C)CCSc1nc2c(c(=O)[nH]c(=O)n2C)n1CCc1ccccc1	-3.9
C=CCOc1ccc(CNC(C)(C)CO)cc1OCC	-5.3
CCOc1cc(C(=O)N2CCCC2)cc(OCC)c1OCC	2.2
CCOc1ccc(NC2=NCC(=O)N2Cc2cccs2)cc1	-1.3
CCC(C)[C@H](NC(=O)OC(C)(C)C)c1nnc(SCc2c(C)[nH]c(=O)[nH]c2=O)o1 (stereo partly specified)	-18.3
Clc1ccc(SCc2cc(-c3ccccc3)on2)cc1	0.6
Cc1ccccc1NC(=O)OCc1cccnc1Sc1ccc(Cl)cc1	18.4
COC(=O)C(C)Sc1nc2c(c(=O)[nH]c(=O)n2C)n1CCC(C)C (stereo unspecified)	-0.2
CC(c1ccccc1)C1NC(C(=O)O)CS1 (stereo unspecified)	-5.2
COc1cccc(NC(=O)CNC(=O)c2ccc(F)cc2)c1	-5.0
CC(=O)N=C1SC2CS(=O)(=O)CC2N1c1cccc(Cl)c1Cl (stereo unspecified)	2.7
COCCCn1c(SCC(=O)NC(C)C)nnc1-c1ccccc1	2.6
O=C(CSc1nc2ccccc2c(=O)n1CC1CCCCC1)N1CCOCC1	8.3
CCOC(=O)CSc1nnc(-c2cccs2)n1-c1ccccc1	-8.0
Cc1nn(-c2ccccc2)c(-c2ccccc2)c1C(=O)O	0.9
Cn1cc(CC(=O)Nc2cccc(C#N)c2)c2ccccc21	-7.6
CSc1ccccc1NC(=O)c1c(Br)cnn1C	-0.9
CCc1nc2ccccc2c(C(=O)OCc2nnc(-c3ccccc3)o2)c1C	11.6
C(=N\n1cnnc1)/c1nc2ccccc2[nH]1	1.0
O=C(NC1CCCC1)C(c1cccs1)N(C(=O)c1ccco1)c1ccc2c(c1)OCCO2 (stereo unspecified)	2.7
Cc1c(NC(=O)C2CCN(S(=O)(=O)c3ccccc3)CC2)c(=O)n(-c2ccccc2)n1C	-2.1
Cc1ccc(-n2ncc(C#N)c2/N=C/N(C)C)cc1	-3.3
COc1cc(C2C(C(C)=O)=C(O)C(=O)N2CCN2CCOCC2)ccc1O (stereo unspecified)	-4.9
CC(NC(=O)CCc1ccc(S(=O)(=O)NC2CCCCC2)cc1)c1ccccc1 (stereo unspecified)	-4.2
CCCc1cc(=O)[nH]c(SC(CC)C(=O)Nc2ccccc2C#N)n1 (stereo unspecified)	3.2
O=C(O)c1ccccc1-c1ccccc1C(=O)Nc1ccccc1	1.8
CCCN1CCC2(CC1)C(C#N)=C(N)Oc1c2sc2nc(C)cc(C)c12	-2.2
COc1ccc(C2C3=C(CC(c4ccco4)CC3=O)Nc3ccccc3N2C(C)=O)cc1 (stereo unspecified)	-10.1
CCCS(=O)(=O)N1CCCC(C(=O)N2CCN(C(=O)OCC)CC2)C1 (stereo unspecified)	-3.7
Cc1cc2cc(CCNC(=O)c3ccc(S(=O)(=O)N4CCOCC4)cc3)c(=O)[nH]c2cc1C	-8.7
CCCCOc1ccc(C2(C)CC(=O)NC2=O)cc1 (stereo unspecified)	-13.6
CCOc1ccc2[nH]c(=O)c(CN(Cc3ccco3)C(=O)c3ccc(Br)cc3)cc2c1	22.7
COc1cc(-c2cc(C(F)(F)F)n3ncc(C(=O)O)c3n2)cc(OC)c1OC	-0.7

5 entries from above, with bars between the fields.
structure | Artemis inh
O=C(O)c1ccccc1-c1ccccc1C(=O)Nc1ccccc1 | 1.8
CCCN1CCC2(CC1)C(C#N)=C(N)Oc1c2sc2nc(C)cc(C)c12 | -2.2
COc1ccc(C2C3=C(CC(c4ccco4)CC3=O)Nc3ccccc3N2C(C)=O)cc1 (stereo unspecified) | -10.1
CCCS(=O)(=O)N1CCCC(C(=O)N2CCN(C(=O)OCC)CC2)C1 (stereo unspecified) | -3.7
Cc1cc2cc(CCNC(=O)c3ccc(S(=O)(=O)N4CCOCC4)cc3)c(=O)[nH]c2cc1C | -8.7

(continued)
SMILES	Artemis inh
O=C(O)c1ccccc1C(=O)c1cccs1	-3.1
Nc1nonc1-c1noc(COc2ccccc2Cl)n1	-1.0
CCOc1ccc(-c2nc(N)nc(C)c2-c2ccc(OC)c(OC)c2)c(O)c1	1.4
Fc1ccccc1NC(=S)NCCc1ccccc1	-1.8
Cc1ccccc1NC(=O)c1ccccc1NS(=O)(=O)c1cccc2cccnc12	-5.8
O=C1CC(Nc2ccc(N3CCOCC3)cc2)C(=O)N1C1CCCCC1 (stereo unspecified)	1.3
CCn1c(SCC(=O)N2CCC(C(N)=O)(N3CCCCC3)CC2)nnc1-c1ccccc1	-2.3
Cc1ccccc1N(C(=O)CCC(=O)Nc1ccccn1)C(C(=O)NC(C)C)c1ccc(O)cc1 (stereo unspecified)	-3.5
COc1ccc(Cn2c(C3CC3)nc3ccc(NC(=O)C4CC4)cc3c2=O)cc1	3.4
CN1CCN(c2nc(NCCOC34CC5CC(CC(C5)C3)C4)nc(OCC(F)(F)F)n2)CC1	-1.3
Cc1ccc(-n2cnc3c(sc4nccc(N(C)C)c43)c2=O)cc1	3.0
Clc1ccc(-c2nnc(C34CC5CC(CC(C5)C3)C4)o2)cn1	-8.5
CC(=O)c1sc(NC(=O)c2cccc3ccccc23)nc1C	5.2
Cc1c(C(=O)NCc2cccnc2)sc2ncn(CC(=O)N3CCCCC3C)c(=O)c12 (stereo unspecified)	0.5
Cc1ccc(C(=O)N2CCOCC2)cc1S(=O)(=O)Nc1cccc(C)c1C	-4.9
CCOC(=O)C1=C(C)NC(=O)NC1c1cc(Br)c(O)c(OC)c1 (stereo unspecified)	4.9
Cc1ccc(S(=O)(=O)c2nc(-c3ccccc3)oc2NCc2cccnc2)cc1	9.6
O=C(c1ccc(O)cc1)c1ccc(Cl)cc1	8.2
Cc1nc2c(-c3ccccc3)c(C)[nH]n2c(=O)c1Cl	1.9
O=C(c1nn2c(C(F)(F)F)cc(-c3ccc(F)cc3)nc2c1Cl)N1CCOCC1	1.2
O=C(CCCn1c(=O)[nH]c2cc(Cl)ccc2c1=O)NCCCN1CCCC1=O	-4.7
Cn1c(SCC(=O)NCc2ccccc2)nnc1-c1ccc(NC(=O)CCc2ccccc2)cc1	5.3
COc1cccc2cc(C(=O)C3=C(O)C(=O)N(CCN4CCOCC4)C3c3cccs3)oc12 (stereo unspecified)	7.4
O=c1c2ccccc2n2nnnc2n1-c1ccccc1	-10.1
O=C(CSc1nc(N2CCCCC2)nc(N2CCCCC2)n1)N1CCN(c2ccccc2)CC1	4.9
CN(CP(=O)(O)C(O)c1ccccc1)S(C)(=O)=O (stereo unspecified)	5.3
CC(C)c1ccc(C(=O)N2CCN(CCO)CC2)cc1	-6.1
CS(=O)(=O)N(CC(=O)N/N=C/c1cc2c(cc1Br)OCO2)c1ccccc1Br	15.3
Cc1oc2c(CN3CCCC3)c(O)ccc2c(=O)c1-c1ccc(Cl)cc1	0.4
COc1ccc(C2C(C#N)=C(C)NC3=C2C(=O)CC(C)(C)C3)c(OC)c1 (stereo unspecified)	-7.4

Not all compounds are listed; the hit share may differ from the screen's.
